MBD2 DNA inh – MBD2-methylated oligo binding inhibition | TR-FRET, MBD2 binding to methylated oligonucleotide | AID 686964 | Q9UBB5 | inhibition, % at 4.4 µM | actives 0.31% (n = 370,000); in the data active = inhibition above about 13%
ADAM17 inh – ADAM17 inhibition, QFRET primary screen. actives 0.83% (n = 370,000). recombinant ADAM17, EDANS/DABCYL FRET peptide cleavage. P78536. inhibition, % at 6.95 µM. AID 720648;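 active = inhibition above the mean of compounds lying between control limits plus 3 SD, set per campaign, cut at about 8.5% in these data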;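 note: 0% = DMSO-only wells as the low control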
PLC-beta3 inh – blocks human PLC-beta3 enzyme activity; Q01970; Purified PLC-beta3, fluorogenic substrate, fluorescence; inhibition, % at 12.2 µM; actives 0.18% (n = 370,000); in the data active = inhibition above about 11%;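 note: 0% = median of compound wells on plate and 100% = full blocker control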
ASAP1 inh – blocks human ASAP1-stimulated Arf1 GTP hydrolysis. Q9ULH1. GDP FP detection. inhibition, % at 16.5 µM. actives 0.19% (n = 360,000). AID 624377; in the data active = inhibition above about 25%;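 note: 0% = vehicle with enzyme and substrate and 100% = no enzyme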
Target sequence (Q9ULH1 325-724 limits assumed): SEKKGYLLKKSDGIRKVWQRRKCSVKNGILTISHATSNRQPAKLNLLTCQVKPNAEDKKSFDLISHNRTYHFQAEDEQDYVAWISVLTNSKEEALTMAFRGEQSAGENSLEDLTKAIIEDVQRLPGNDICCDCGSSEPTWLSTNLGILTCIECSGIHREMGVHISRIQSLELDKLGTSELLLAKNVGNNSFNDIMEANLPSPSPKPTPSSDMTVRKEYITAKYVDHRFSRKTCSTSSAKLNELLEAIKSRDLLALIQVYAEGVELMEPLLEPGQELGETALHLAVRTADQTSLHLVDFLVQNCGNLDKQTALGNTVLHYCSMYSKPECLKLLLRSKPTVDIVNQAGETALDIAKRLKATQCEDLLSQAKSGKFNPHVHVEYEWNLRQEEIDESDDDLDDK
ARFGAP1 inhibitor – inhibitors of rat ARFGAP1 | AID 651572 | Arfgap1-stimulated ARF1 GTP hydrolysis, GDP FP detection | Q62848 | inhibition, % at 16.5 µM | actives 0.26% (n = 360,000);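 active = inhibition above a per-plate limit, mean inhibition of low control wells plus 3 SD, cut at about 25% in these data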;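 note: 0% = DMSO wells with enzyme and 100% = wells lacking Arfgap1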
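Assay system: purified rat His6-Arfgap1 residues 1-136 (GAP domain); Reagent: human Δ17 ARF1 bound to GTP; Dosing: 16.5 µM single point, 1.26% DMSO; Times: GTP hydrolysis reaction 2 h at 25 °C; Signal: FP, GDP Alexa 633 tracer displaced from anti-GDP antibody, 620/688 nm; Measure: % inhibition from polarization.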
DDE Tn7 FP inh – inhibitors of Tn7 peptide binding to human fibrin DD(E); P02675; inhibition, % at 8.3 µM; FP displacement of FITC-Tn7 peptide from fibrin DD(E); 0% = median of compound wells per plate; actives 0.13% (n = 370,000);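 active = inhibition above the mean of compounds falling within the control limits plus 3 SD of them, cut at about 14% in these data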;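 note: 0% = plate median of compound wells and 100% = 10 µM Aha-Tn7 peptide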
Target sequence (P02675 whole entry, looked up): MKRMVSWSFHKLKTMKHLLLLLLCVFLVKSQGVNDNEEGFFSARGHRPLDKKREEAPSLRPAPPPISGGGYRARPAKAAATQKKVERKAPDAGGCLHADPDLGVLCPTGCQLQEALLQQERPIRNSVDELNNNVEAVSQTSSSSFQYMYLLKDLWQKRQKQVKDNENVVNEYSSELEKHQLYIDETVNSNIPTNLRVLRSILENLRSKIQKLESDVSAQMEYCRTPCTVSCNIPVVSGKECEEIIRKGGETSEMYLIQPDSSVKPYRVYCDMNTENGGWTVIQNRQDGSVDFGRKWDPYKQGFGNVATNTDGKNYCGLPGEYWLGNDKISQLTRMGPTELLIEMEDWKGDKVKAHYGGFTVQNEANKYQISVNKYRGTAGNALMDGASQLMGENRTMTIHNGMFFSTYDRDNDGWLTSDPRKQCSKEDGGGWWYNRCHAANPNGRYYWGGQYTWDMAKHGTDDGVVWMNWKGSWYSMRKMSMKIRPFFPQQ
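Also added: labelled Tn7 tracer, 0.1 µM; Assay system: human fibrin DD(E) protein; Amount: 2 µM fibrin DD(E); Schedule: 10 min compound pre-incubation, 3 h probe incubation at room temperature; Repeats: one replicate per compound; Read-out basis: percent inhibition; Measured by: fluorescence polarization of the labelled Tn7 tracer.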
Tn6 DDE FP – disrupts Tn6 cyclic peptide binding to fibrin D-Dimer-E complex. P02675. Fibrin DD(E) TRITC-Tn6 fluorescence polarization displacement. inhibition, % at 8.3 µM. actives 0.21% (n = 370,000);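 active = inhibition above a per-campaign cutoff: mean of compounds within control limits plus 3 SD, cut at about 15% in these data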;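 note: 0% = median of all compound wells on the plate and 100% = blocking peptide control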
UHRF1 MBD2 ctr – human UHRF1 methylated DNA binding inhibitors | Q96T88 | UHRF1 binding to methylated oligo, TR-FRET | inhibition, % at 4.4 µM | actives 0.75% (n = 370,000) | AID 687016; in the data active = inhibition above about 21%;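 note: UHRF1 SRA domain binding a hemimethylated CpG hairpin DNA probe; 0% = median of test compound wells and 100% = reference inhibitor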
proKLK7 act – activates the human kallikrein-7 zymogen; P49862; purified proKLK7, EDANS-DABCYL substrate fluorescence; 100% is mature enzyme control, 0% vehicle; activation, % at 7 µM; actives 0.9% (n = 370,000); AID 652039;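 active = activation above the mean of all tested compounds plus 3 SD, computed per campaign excluding outliers beyond control limits, cut at about 13% in these data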
PLC-gamma1 inh – inhibitors of human phospholipase C gamma1; inhibition, % at 12.2 µM; AID 720700; purified PLC-gamma1, fluorogenic substrate, fluorescence; actives 0.84% (n = 370,000); in the data active = inhibition above about 9.5%
Numbers without * were called inactive.

DDE Tn7 FP inh	Tn6 DDE FP	UHRF1 MBD2 ctr	proKLK7 act	PLC-gamma1 inh	MBD2 DNA inh	PLC-beta3 inh	ASAP1 inh	ADAM17 inh	ARFGAP1 inhibitor	mol
2	2	1	-0.3	0	1	-4	2	-2	0	NC(=NC(=O)c1ccc(OCC(F)(F)F)nc1)c1ccc(Cl)cc1
1	-3	0	1.8	1	-1	-2	4	-7	-20	CC(C)N(C(=O)[C@H]1C[C@H](CC(=O)NCc2ccco2)C(=O)N2CCc3c([nH]c4cc(CCC(=O)N(C)C)ccc34)[C@]12C)C(C)C
-7	3	-1	-0.1	3	1	-2	-1	-1	-1	Cc1cc(CNC(=O)c2cccc([N+](=O)[O-])c2)c2ccccc2n1
4	3	-2	0.2	-2	2	-4	7	-6	2	O=S(=O)(CCSc1nc2ccccc2o1)Cc1ccccc1
6	0	0	0.1	-6	-5	-14	-12	-2	-3	Cc1ccc(S(=O)(=O)NC(=O)COc2ccc(Cl)cc2Cl)cc1
1	6	-2	-0.6	7	-2	3	1	-1	-9	COc1cc(S(=O)(=O)N2CCOCC2)ccc1F
8	2	-4	0.6	-1	-4	1	-5	4	-3	Cc1nn(C)c(C(=O)NNC(=S)NC2CCCCC2)c1Br
-7	2	0	-0.1	-2	1	-64	-7	-6	5	COC(=O)c1ccc2c(=O)n(CCN3CCOCC3)c(SCC(=O)c3ccccc3)nc2c1
-1	9	3	0.8	8	0	4	-2	3	-3	Cc1cc(C)n(C(=O)c2ccccc2[N+](=O)[O-])n1
0	9	-4	0.1	0	2	3	-2	-1	-2	CCC(C)c1nc2c(c(N3CCC3=O)c1-c1ccccc1)CCCC2 (stereo unspecified)
7	-4	1	-0.2	1	8	-2	-3	-2	-3	COc1ccccc1NC(=O)Cn1c(=O)n(-c2ccccc2)c(=O)c2oc3ccccc3c21
0	0	-1	0.2	2	-2	2	-1	1	-3	O=C(NC1CC2CCCC(C1)N2C(=O)Nc1ccccc1)C1CC1 (stereo unspecified)
-2	8	0	0.5	1	-4	7	2	-1	9	CCC(C)(C)NC(=O)C(c1cccc(OC)c1OC)N(CC(C)C)C(=O)CCC(=O)Nc1cc(C)on1 (stereo unspecified)
-14	-8	4	-0.5	3	7	2	-4	-4	2	Cc1ccccc1C(=O)Nc1ccccc1C(=O)N1CCC(C)CC1
-4	5	-1	0.1	-5	-5	-11	5	2	7	CSCc1c(C(=O)Nc2ccccc2N2CCOCC2)oc2ccccc12

The list continues:
DDE Tn7 FP inh	Tn6 DDE FP	UHRF1 MBD2 ctr	proKLK7 act	PLC-gamma1 inh	MBD2 DNA inh	PLC-beta3 inh	ASAP1 inh	ADAM17 inh	ARFGAP1 inhibitor	mol
7	3	-2	-0.2	-1	-10	-7	2	-1	9	CN(C)c1ccc(-n2cccc2)cc1
-4	1	1	-0.7	1	-1	2	-11	-2	8	COc1ccc(C(=O)NC(=S)Nc2cc(C)ccn2)cc1[N+](=O)[O-]
-7	-4	17	-0.4	2	2	0	0	3	0	Cc1[nH]c2ccccc2c1C(=O)CN1C(=O)NC2(CCCCCC2)C1=O
4	2	0	0.1	7	3	1	14	-2	2	Cc1cc(C)c(NC(=O)CN2C(=O)NC3(CCCc4ccccc43)C2=O)c(Cl)c1 (stereo unspecified)
-8	-6	4	0.0	-1	5	-6	-1	-2	-5	CC(C)(C)NC(=O)NCc1ccco1
0	3	-1	-0.8	2	-4	-4	3	-4	3	CCOCC(O)CNC(=O)c1ccc2nc(Cc3ccc(OC)c(OC)c3)oc2c1 (stereo unspecified)
-7	5	-3	0.2	8	3	-3	3	0	3	O=C(COC(=O)/C=C/c1ccccc1)Nc1cccnc1Cl
-3	-2	-2	0.5	-5	-1	2	7	-5	-2	COCCNC(=O)c1cc2cc(Br)cc(OC)c2oc1=O
5	6	1	-0.4	-1	1	-1	-5	-2	1	COc1ccc(C(C)=O)cc1CN1C(=O)C(C)ON=C1c1ccccn1 (stereo unspecified)
5	0	-2	-1.9	-16	-1	-22	4	0	6	COc1ccc2c(Cl)c(C(=O)N/N=C/c3ccc4c(c3)OCO4)sc2c1
-12	-3	2	0.8	-2	1	-13	14	-4	0	Nc1nncn1C(=O)c1ccc(Cl)cc1Cl
-2	-2	1	0.6	-14	-6	-27	2	-7	5	Cc1ccc(-c2ccc(/C=C(\C#N)C(N)=S)n2C)cc1
5	-5	-1	-0.3	-3	2	-9	19	-1	-5	Cc1[nH]c2ccccc2c1C(=O)C(C)OC(=O)c1ccc(Cl)nc1 (stereo unspecified)
8	-3	0	0.2	-8	1	-6	12	1	8	O=C(CN1CCN(c2nc(-c3ccc(F)cc3)cs2)CC1)Nc1ccc2c(c1)OCO2
-1	-6	0	-1.1	-17	-8	-19	13	-2	0	COc1cc(NC(=O)c2ccc(C)cc2)c(OC)cc1NC(=O)CN1CCCCC1

Remaining list, next part:
DDE Tn7 FP inh	Tn6 DDE FP	UHRF1 MBD2 ctr	proKLK7 act	PLC-gamma1 inh	MBD2 DNA inh	PLC-beta3 inh	ASAP1 inh	ADAM17 inh	ARFGAP1 inhibitor	mol
6	6	-1	-0.1	4	-5	-6	-12	-2	15	c1ccc(-c2nc(N3CCOCC3)cc(N3CCOCC3)n2)cc1
3	1	-3	0.2	-2	-3	-5	2	4	1	O=C(NC(=S)NCC1COc2ccccc2O1)c1ccccc1 (stereo unspecified)
-5	-5	0	-0.3	-5	-5	-1	-9	2	7	COc1ccc(CCN2CC(C(=O)N3CCN(C(C)=O)CC3)CCC2=O)cc1 (stereo unspecified)
6	-1	1	0.3	2	-6	0	-6	-7	-15	N#C/C(=C/c1cc(Br)cs1)C(=O)NCC1CCCO1 (stereo unspecified)
1	-4	3	-0.1	-2	2	-1	-4	-7	8	O=C(C[C@H]1C=C[C@@H](NC(=O)c2ccncc2)[C@@H](CO)O1)NCC1CC1
-1	-10	5	-0.9	4	2	-9	2	-5	10	S=C1NCCNC(=S)NCCOCCOCCN1
4	5	-2	0.2	0	-3	-6	5	-1	-8	COc1ccc(N2CCN(C(=O)CN(C)S(=O)(=O)c3cccs3)CC2)cc1
-4	-3	1	-1.2	5	0	4	-3	2	7	O=C(CCSc1ccccc1)NCc1cccnc1
4	1	-1	0.4	0	2	-5	-14	0	-3	Cc1cccc(-n2nc([N+](=O)[O-])c(=NC3CCN(Cc4ccccc4)CC3)n2O)c1
-1	0	6	-2.0	-58	3	-86	20	-10	3	Cc1ccc2nc3c(cc2c1)c(C)nn3-c1ccccc1
2	0	3	0.1	2	-5	3	-6	2	9	CCCOC(=O)C1C2C=C[C@]3(CN(CCc4ccccc4)C(=O)[C@H]13)O2 (stereo partly specified)
-3	-1	4	-0.1	-2	2	-3	-1	-6	0	CCNC(=O)C1CCCN(C(=O)c2ccco2)CC1 (stereo unspecified)
2	-6	-5	-0.7	-34	0	-34	-2	0	1	COc1ccc(C(=O)/C=C/NCc2ccc(C)cc2)cc1
-2	-4	1	0.5	-1	-3	-5	1	2	-14	CSc1sc(C(=O)NCC2CC2)c(-c2cccs2)c1C#N
-5	6	2	0.3	2	-1	0	18	-1	16	COc1ccc(-c2nnc(SCC(=O)NC(C)c3ccccc3)o2)cc1 (stereo unspecified)

Other structures:
DDE Tn7 FP inh	Tn6 DDE FP	UHRF1 MBD2 ctr	proKLK7 act	PLC-gamma1 inh	MBD2 DNA inh	PLC-beta3 inh	ASAP1 inh	ADAM17 inh	ARFGAP1 inhibitor	mol
0	-8	3	0.1	9.8*	12	1	-9	0	17	N#C[C@]1(S(=O)(=O)c2ccccc2)C[C@@H]2ON=C(c3cccc(Br)c3)[C@@H]2C1
-6	2	1	-0.8	-2	6	1	7	-6	6	Cc1cn([C@H]2C[C@H](O)[C@@H](CNC(=O)[C@H]3CCC(=O)N3)O2)c(=O)[nH]c1=O
3	-5	8	-0.6	6	2	-2	2	-5	6	CCSc1nnc(NC(=O)C2CC=CCC2C(=O)O)s1 (stereo unspecified)
-1	-3	1	-0.2	0	1	1	2	-4	8	N/C(=N\OCc1ccc([N+](=O)[O-])cc1)c1ccncc1
3	4	-5	0.3	-1	0	-4	13	-2	11	O=C(O)CCN1/C(=C/C=Nc2ccccc2)Oc2ccccc21
3	4	9	-0.6	4	1	-2	-5	-3	8	CSc1ccccc1NC(=O)CN(C)CC(=O)Nc1c(F)cccc1F
-2	-10	-2	0.0	3	2	-2	-12	-1	17	CCn1c(=S)sc2c(=O)n(CC(=O)Nc3ccc(Cl)cc3)c(C)nc21
1	7	1	0.3	4	3	-1	10	-3	-3	NC(=O)CC(NC(=O)c1ccccc1)c1ccc(N2CCN(c3ccc(F)cc3)CC2)c([N+](=O)[O-])c1 (stereo unspecified)
-4	-2	2	0.0	2	-2	0	-5	0	10	Cc1cc(=O)[nH]c(SCn2nnc3ccccc3c2=O)n1
-6	1	1	-0.6	0	-1	0	-1	-2	-6	O=C(Nc1ccccn1)C1CCN(S(=O)(=O)c2cccs2)CC1
-1	-6	4	-0.1	4	-3	-4	4	7	15	Cc1ccc(S(=O)(=O)Nc2ccc(NC(=O)c3c(F)c(F)c(F)c(F)c3F)cc2)cc1
5	0	0	0.2	1	0	3	-6	0	2	Cc1ccc(OCC(=O)Nc2ccc3c(c2)nc2n3CCOC2)cc1
2	-2	0	-0.5	6	5	-9	-6	-3	2	CCCN1CCN(C(=O)c2c(Cl)cnn2C)CC1
-7	-1	-2	-14	-10	0	-10	4	-79	4	CCOC(=O)Nc1nnc(-c2cccc(OC)c2)s1
4	7	-2	-0.1	-1	-4	-2	10	1	-1	COc1ccc(S(=O)(=O)NC2CCCC2)cc1C(N)=O
0	-2	-7	-0.2	1	-10	-1	14	-1	-3	Cc1cc(/C=N/n2cnnc2)c(O)c([N+](=O)[O-])c1
0	5	2	1.3	-1	3	-1	9	-10	-6	COc1cc(COCC(O)CN2CCN(CCN3C(=O)c4cccc5cccc(c45)C3=O)CC2)cc(OC)c1OC (stereo unspecified)
